CAL PDZ FP-1: CAL PDZ peptide-binding inhibitors, primary screen, biochemical, fluorescence polarization, Cer-tagged CAL PDZ, HTS; 330,000 tested, 0.02% active; AID 504414, 2011; Golgi-associated PDZ and coiled-coil motif-containing protein (Homo sapiens), Q9HD26; purified CAL PDZ, TMR-peptide fluorescence polarization, 1 h; inhibition, % at 20 µM;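 active = highest replicate inhibition of at least 40%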;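 also: plate controls were DMSO neutral control wells for no effect and unlabeled competitor peptide control wells for full effect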
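Assay system – tagged CAL PDZ protein CerCALP, purified · Timing – 1 h at RT · Compound – single point, 20 µM · Measured by – fluorescence polarization from S- and P-plane intensities, G-factor corrected · Evaluation – inhibition from polarization loss · Probe or stimulus – TMR reporter peptide T*-PRC34 · Buffer or medium – pH 7.4 phosphate-saline buffer, reducing agent, detergent, IgG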
Cardiac RTF inh: cardiac RTF calcium sensitivity inhibitors, primary screen, biochemical, IANBD-TnC fluorescence, EC70 calcium; AID 493244, 2011; Troponin I, cardiac muscle (Homo sapiens) + Troponin T, cardiac muscle (Homo sapiens) + …; 340,000 tested, 0.12% active; inhibition, % at 7.15 µM; IANBD-labeled cardiac RTF, Ca2+ fluorescence;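 active = inhibition above the mean inhibition of all tested compounds plus 3 SD, cut at about 17% in these data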;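 also: assay run at fixed EC70 calcium of 1.6 mM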
Keap1 Nrf2 FP: Keap1-Nrf2 protein-protein interaction inhibitors, primary screen, biochemical, fluorescence polarization, single point. Kelch-like ECH-associated protein 1 (Homo sapiens), Q14145. Keap1 Kelch-Nrf2 peptide fluorescence polarization, 1536-well. inhibition, % at 9.4 µM. 340,000 tested, 0.15% active. AID 504523, 2011; in the data active = inhibition above about 12%;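 also: human Keap1 Kelch domain with fluorescein labeled Nrf2 9mer peptide probe; 0% = neutral control wells and 100% = peptide positive control; higher means more block of Keap1 binding to Nrf2 peptide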
Target sequence (Q14145 whole entry, looked up, the tested form may be a part): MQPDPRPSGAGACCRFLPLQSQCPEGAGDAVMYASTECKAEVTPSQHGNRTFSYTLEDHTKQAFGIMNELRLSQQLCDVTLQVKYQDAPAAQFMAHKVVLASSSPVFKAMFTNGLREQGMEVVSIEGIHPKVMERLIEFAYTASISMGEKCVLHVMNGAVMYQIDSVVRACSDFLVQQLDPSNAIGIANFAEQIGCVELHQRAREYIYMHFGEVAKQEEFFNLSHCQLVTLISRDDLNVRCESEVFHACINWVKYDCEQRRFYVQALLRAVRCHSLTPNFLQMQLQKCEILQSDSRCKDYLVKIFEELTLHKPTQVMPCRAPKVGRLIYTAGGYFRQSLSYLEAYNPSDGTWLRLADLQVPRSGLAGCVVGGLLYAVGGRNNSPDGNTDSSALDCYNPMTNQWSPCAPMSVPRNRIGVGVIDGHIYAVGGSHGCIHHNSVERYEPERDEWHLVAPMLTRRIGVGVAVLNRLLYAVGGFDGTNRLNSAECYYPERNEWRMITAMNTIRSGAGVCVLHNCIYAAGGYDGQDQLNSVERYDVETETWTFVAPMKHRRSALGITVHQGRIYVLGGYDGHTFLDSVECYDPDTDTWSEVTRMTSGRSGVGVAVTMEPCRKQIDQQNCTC
RTF Ca sens act: cardiac RTF calcium sensitivity activators, primary screen, biochemical, IANBD-TnC fluorescence, EC20 calcium; 340,000 tested, 0.24% active; Troponin I, cardiac muscle (Homo sapiens) + Troponin T, cardiac muscle (Homo sapiens) + …; IANBD-labeled TnC RTF fluorescence at EC20 calcium; 0% EC20 calcium, 100% full calcium; AID 493008, 2010; activation, % at 7.2 µM;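 active = activation above the mean over all tested compounds plus 3 SD, cut at about 30% in these data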;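 also: rise in fluorescence read as greater calcium sensitivity of cardiac thin filaments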
PKA-R2B activ: activators of PKA-R2B holoenzyme, primary screen, biochemical, fluorescence polarization, Cy5-IP20, human | AID 504700, 2011 | 340,000 tested, 0.079% active | PKA-R2B holoenzyme dissociation; R2B truncated from residue 108, S112A mutant; 0% DMSO only, 100% 113 µM cGMP | activation, % at 11.4 µM | cAMP-dependent protein kinase catalytic subunit beta (Homo sapiens) + cAMP-dependent …;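 active = activation above a cutoff set at the mean over all compounds plus 3 SD, cut at about 18% in these data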;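 also: higher means more holoenzyme dissociation and a rise in polarization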
Target sequence (P31323 whole entry, looked up, other chains not shown, the tested form may be a part): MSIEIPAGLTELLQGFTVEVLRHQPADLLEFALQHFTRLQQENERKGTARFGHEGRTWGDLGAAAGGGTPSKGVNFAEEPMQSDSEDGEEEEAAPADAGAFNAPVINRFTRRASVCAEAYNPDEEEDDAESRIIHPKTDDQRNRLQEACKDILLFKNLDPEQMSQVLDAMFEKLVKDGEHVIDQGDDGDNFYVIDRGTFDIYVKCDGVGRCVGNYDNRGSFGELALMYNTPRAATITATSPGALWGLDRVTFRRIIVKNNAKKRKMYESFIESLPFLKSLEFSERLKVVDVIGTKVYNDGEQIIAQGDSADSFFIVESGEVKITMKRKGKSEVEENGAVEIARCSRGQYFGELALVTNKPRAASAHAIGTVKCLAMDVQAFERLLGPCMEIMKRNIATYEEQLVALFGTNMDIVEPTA
DAGLB inhibitor: DAGLB lipase inhibitors, primary screen, biochemical, fluorescence, HTS | Diacylglycerol lipase-beta (Homo sapiens), Q8NCG7 | HEK293T DAGLB membrane lysate, EnzChek fluorogenic substrate | inhibition, % at 5.17 µM | 340,000 tested, 0.059% active; in the data active = inhibition above about 34%;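 also: 0% = enzyme with vehicle and 100% = wells lacking enzyme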
Rtt109 HAT inh: inhibitors of C. albicans Rtt109/Vps75 HAT, primary screen, biochemical, ThioGlo CoA-SH fluorescence, plate reader. Histone acetyltransferase RTT109 (Candida albicans (strain SC5314 / ATCC MYA-2876)), …. purified Rtt109/Vps75, 4 h. inhibition, % at 34.9 µM. 330,000 tested, 0.16% active. AID 540336, 2011;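 active = inhibition of at least 50% in every replicate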
SR-BI DiI-HDL act: activators of SR-BI mediated DiI-HDL uptake, primary screen, ldlA[mSR-BI] CHO cells, DiI fluorescence; AID 504775, 2011; 320,000 tested, 0.096% active; activation, % at 12.5 µM; 3 h; 100 = double the neutral-control signal;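 active = mean replicate activation of at least 60% and every replicate at or above 60%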;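 also: 0% = median plate neutral-control signal and 100% = twice that signal; values of inactives mirror those of a sister screen read the other way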
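Material – SR-BI-overexpressing, LDLR-lacking CHO cells · Medium – BSA-supplemented, HEPES-buffered Ham's F12, pH 7.4 · Doses – single concentration · Times – compound with DiI-HDL co-incubation, 3 h at 37 °C · Measured by – bottom-read fluorescence, 550/595 nm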
LANA DNA inh: inhibitors of KSHV C-LANA binding to DNA, primary screen, biochemical, fluorescence polarization, FAM-LBS DNA, MBP-C-LANA, single point; inhibition, % at 9 µM; 340,000 tested, 0.078% active; AID 504423, 2011;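 active = highest replicate inhibition at or above 60% at 9 µM, even if other replicates fall short; inactive = all replicates below 60% inhibition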;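 also: 0% = neutral control wells and 100% = 4 µM acridine orange control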
CAL PDZ FP-2: untagged CAL PDZ binding inhibitors, primary screen, biochemical, fluorescence polarization, HTS. purified CAL PDZ, TMR-peptide fluorescence polarization, 1 h. inhibition, % at 24.9 µM. 300,000 tested, 0.92% active. AID 602252, 2012;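 active = mean inhibition of at least 30% with at least half of replicates also reaching 30%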;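 also: 0% = DMSO neutral control and 100% = excess unlabeled competitor peptide PRC23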
* = called active by the depositor; / = no result given. Rows were taken by chance; about 1.6% have a hit in one of these screens.

SMILES	CAL PDZ FP-1	Cardiac RTF inh	Keap1 Nrf2 FP	RTF Ca sens act	PKA-R2B activ	DAGLB inhibitor	Rtt109 HAT inh	SR-BI DiI-HDL act	LANA DNA inh	CAL PDZ FP-2
Cc1ccc(N(CCC#N)C(=O)COC(=O)C2CCN(S(=O)(=O)c3ccc(C)c(C)c3)CC2)cc1	-0.9	-1	2	-10	0	1	5	-36	-0.7	/
CCOC(=O)CSc1nnc(-c2ccoc2C)n1-c1ccc(OCC)cc1	-2.1	-18	1	-3	-10	-3	6	3	0.5	7
COc1ccccc1NC(=O)CCc1nc(-c2cccs2)no1	-1.8	2	-8	0	13	-1	-2	5	0.9	-1
O=C(Nc1nccs1)c1ccc(Br)s1	-1.1	0	-4	2	6	-3	10	5	-1.1	/
COc1cccc(OCCSc2nc(N)cc(N)n2)c1	-0.4	-4	0	4	0	1	2	-14	-1.0	/
COc1ccc(CCNC(=O)c2ccc(CS(=O)(=O)c3ccc(Cl)cc3)o2)cc1OC	-2.1	-6	-3	-1	1	-3	3	-22	-0.6	/
O=C(NCc1ccco1)Nc1ccc(Br)cc1	-0.9	2	4	-3	-2	-3	9	11	6.2	1
O=C(CN1CCCCCCC1)N/N=C/c1ccc([N+](=O)[O-])o1	0.4	3	1	-5	0	-2	3	9	1.1	-2
CCOc1ccccc1C(=O)N[C@H](C(=O)Nc1nc2c(s1)CCCC2)C(C)C	-2.0	3	-7	-4	-16	29	/	-11	-1.2	-1
CC(=O)OCc1cc(-c2nn(C)c(=O)c3ccccc23)ccc1C	-4.8	-6	-4	7	0	2	1	31	-1.1	/
COc1cc(/C=N/NC(=O)C2C3CCCCC32C)cc(Br)c1O (centres undefined)	-0.9	-1	-4	1	6	4	3	-18	0.0	0
S=C(NCCc1ccccc1)N1CCN(Cc2ccc(Cl)c(Cl)c2)CC1	-1.3	-8	-6	2	6	0	0	-26	0.1	11
O=C1NC(=O)C2(COC(c3ccncc3)OC2)S1 (centres undefined)	-1.9	2	0	-6	6	0	0	2	-0.1	1
CCOC(=O)C1(CCOc2ccccc2)CCN(Cc2ccc(C#CCCO)cc2)CC1	-0.9	-2	2	-3	-3	-3	-8	11	-0.6	/
CCn1cc(C(=O)N[C@@H](CCSC)C(=O)NCCOC)c(=O)c2cc3c(cc21)OCO3	1.3	0	0	4	-1	-3	-6	-2	-0.5	-6
CCOC(=O)c1cnc2c(Cl)cc(Cl)cc2c1NCCCN1CCOCC1	-0.4	-7	-2	12	3	-4	2	-13	-1.0	-4
CCC(Oc1nc2ccccc2nc1-c1ccccc1NC(C)=O)C(=O)c1ccccc1 (centres undefined)	-1.0	-2	4	-4	-3	-1	7	16	-1.4	-6
Cc1ccc(C(=O)OCC(=O)NCCc2ccc(S(N)(=O)=O)cc2)o1	-0.4	-5	-2	-2	-1	-2	-2	1	0.3	/
COc1ccc2[nH]c(=O)c(CN(CC3CCCO3)C(=S)Nc3cccc(C)c3)cc2c1 (centres undefined)	-2.4	-3	-4	7	3	0	-1	-7	-0.7	-6
O=C(O)C1CCCCC1C(=O)NCCC(c1ccccc1)c1ccccc1 (centres undefined)	-2.8	-5	-5	0	-5	0	/	9	1.3	-3
COc1ccc(-c2nc(CS(=O)(=O)CC(=O)NC3CCCCC3C)c(C)o2)cc1 (centres undefined)	-1.9	-9	-3	0	4	-4	-11	-19	1.4	-2
O=C(NCCSCc1ccco1)Nc1ccccc1	-1.9	-7	-4	4	-13	-4	2	9	-0.9	-2
Cc1ccc(C)c(OCc2cc(C(=O)N(C)Cc3nccn3C)no2)c1	-3.7	-7	-2	4	0	1	-37	-32	-1.4	-1
CC(C)n1ncc2c(C(=O)Nc3cccc(C#N)c3)cc(C3CC3)nc21	-1.8	-12	1	-2	-5	-2	4	-75	-0.5	-5
Cc1cc(C(=O)NCc2ccc3c(c2)OCO3)c(C)o1	0.9	2	4	8	-9	-4	/	/	0.7	4
Cc1nc2ccccc2nc1CSc1nnc(N)s1	-0.6	-4	1	-6	-2	1	3	6	4.6	-5
CCNc1nc(NC(C)C)nc(NS(=O)(=O)c2ccc(C)cc2)n1	-2.4	-11	-5	8	-1	0	-6	/	1.0	/
Cc1ccc(Cn2nnc3c(=O)[nH]c(C4CCN(S(=O)(=O)c5ccc(C)cc5)CC4)nc32)cc1	/	-6	0	-5	-10	4	-4	23	0.5	-4
COc1cc2sc(-c3ccccc3OC)c(-c3ccc(O)cc3)c2cc1OC	-1.0	-1	-2	15	-5	3	-2	-39	-0.1	2
COCCN(CC(=O)Nc1cccc(C)c1C)C(=O)Cc1sc(C)nc1-c1ccc(F)cc1	0.1	-5	4	0	9	-3	-2	15	-0.5	/
CCCc1c(C)[nH]c2ccccc2c1=O	-0.4	-20	-4	3	8	1	-10	14	-0.2	-2
COc1ccc(/C=N/NC(=O)CCC(=O)Nc2ccccc2)cc1OC	-3.5	-5	-1	-7	-6	0	-5	-26	-2.1	/
O=C(CN1C(=O)CCS(=O)(=O)c2ccccc21)Nc1cccc(F)c1	1.0	-5	-3	-8	-16	-2	-3	-3	2.8	-5
COC(=O)c1ccc(N2C(=O)C3CC(C)=C(C)CC3C2=O)cc1 (centres undefined)	0.4	11	1	-7	-9	-3	2	6	0.5	3
CC(=O)N=Cc1c(C)c(C#N)c(=O)n(C)c1O	0.4	0	-3	4	10	-1	/	18	1.4	-8
CC1(C)Cc2c(sc(NC(=O)COc3ccccc3)c2C#N)C(C)(C)N1	0.9	-4	1	0	-10	2	-11	-1	-2.9	3
Cc1ccc(OCC(=O)N2CCC(Cc3ccccc3)CC2)c([N+](=O)[O-])n1	0.1	-2	-3	-1	-2	1	0	8	-0.4	-7
COc1ccccc1N1CCN(C(=O)c2sc3nc(-c4ccccc4)cn3c2C)CC1	-3.8	-21	0	5	4	-2	4	-40	1.3	-3
CCC(C)[C@H](NC(=O)[C@@H]1CSC2c3ccccc3C(=O)N21)C(=O)N1CCCCC1 (some centres undefined)	-2.2	7	0	5	-3	1	-23	14	0.7	-2
COc1ccccc1C(=O)NC(=S)N1CCc2ccccc21	-0.2	9	-6	-5	4	-1	-1	-18	0.7	-3
COc1cccc(C(C)NC(=O)C2CCCO2)c1 (centres undefined)	-0.1	-2	1	-2	2	-1	-4	8	1.8	3
CC(C)c1ccc(COC(=O)CN2C(=O)NC3(CCCCC3C)C2=O)cc1 (centres undefined)	-1.4	-4	2	-6	-6	-1	-1	-3	-0.3	-1
O=C(NC(=S)NCC1CCCO1)c1cccc([N+](=O)[O-])c1 (centres undefined)	-0.9	8	-4	-4	-10	-1	-1	-8	-1.2	5
Cc1cc(C)c2cc(C#N)c(SCC(=O)NCc3ccco3)nc2c1	-2.1	-15	-11	3	-7	-2	0	-17	2.4	0
Cc1ccccc1-n1c(SCC(=O)Nc2ccc3c(c2)OCO3)nnc1-c1ccccn1	-1.9	-1	6	1	-6	-3	5	-18	-0.6	-2
COc1ccc(C(=O)Nc2ccc(N3CCOCC3)cc2)cc1S(=O)(=O)N1CCCC1	-0.8	5	-2	3	1	-1	3	-64	-0.4	-1
Cc1ccnc(NS(=O)(=O)c2ccc(CC(C)C)cc2)c1	-1.9	-9	6	1	1	-1	/	-8	2.7	1
O=C1c2ccccc2C(=O)N1CCn1c(=O)oc2ccccc21	0.2	-13	5	2	-6	3	1	13	0.9	-13
CN1C(=O)N(C)C2(c3ccccc3)NC(=O)NC12c1ccccc1 (centres undefined)	0.1	3	-2	-4	-3	-7	0	12	-1.5	0

Already shown: an excerpt of the list.
SMILES	CAL PDZ FP-1	Cardiac RTF inh	Keap1 Nrf2 FP	RTF Ca sens act	PKA-R2B activ	DAGLB inhibitor	Rtt109 HAT inh	SR-BI DiI-HDL act	LANA DNA inh	CAL PDZ FP-2
CCC(C)[C@H](NC(=O)[C@@H]1CSC2c3ccccc3C(=O)N21)C(=O)N1CCCCC1 (some centres undefined)	-2.2	7	0	5	-3	1	-23	14	0.7	-2
COc1ccccc1C(=O)NC(=S)N1CCc2ccccc21	-0.2	9	-6	-5	4	-1	-1	-18	0.7	-3
COc1cccc(C(C)NC(=O)C2CCCO2)c1 (centres undefined)	-0.1	-2	1	-2	2	-1	-4	8	1.8	3
CC(C)c1ccc(COC(=O)CN2C(=O)NC3(CCCCC3C)C2=O)cc1 (centres undefined)	-1.4	-4	2	-6	-6	-1	-1	-3	-0.3	-1
O=C(NC(=S)NCC1CCCO1)c1cccc([N+](=O)[O-])c1 (centres undefined)	-0.9	8	-4	-4	-10	-1	-1	-8	-1.2	5
Cc1cc(C)c2cc(C#N)c(SCC(=O)NCc3ccco3)nc2c1	-2.1	-15	-11	3	-7	-2	0	-17	2.4	0
Cc1ccccc1-n1c(SCC(=O)Nc2ccc3c(c2)OCO3)nnc1-c1ccccn1	-1.9	-1	6	1	-6	-3	5	-18	-0.6	-2
COc1ccc(C(=O)Nc2ccc(N3CCOCC3)cc2)cc1S(=O)(=O)N1CCCC1	-0.8	5	-2	3	1	-1	3	-64	-0.4	-1
Cc1ccnc(NS(=O)(=O)c2ccc(CC(C)C)cc2)c1	-1.9	-9	6	1	1	-1	/	-8	2.7	1
O=C1c2ccccc2C(=O)N1CCn1c(=O)oc2ccccc21	0.2	-13	5	2	-6	3	1	13	0.9	-13
CN1C(=O)N(C)C2(c3ccccc3)NC(=O)NC12c1ccccc1 (centres undefined)	0.1	3	-2	-4	-3	-7	0	12	-1.5	0
